EBNA-1 inh – EBNA-1 DNA-binding inhibitors, primary screen, biochemical, fluorescence polarization. inhibition, % at 14.8 µM. 0.34% of 300,000 active; in the data active means inhibition above about 28%
AHR activator – AHR activators, primary screen, cell-based, luminescence, luciferase reporter, human; Aryl hydrocarbon receptor (Homo sapiens), P35869; AHR-responsive luciferase reporter cells; activation, % at 5 µM; 2.5% of 320,000 active; in the data active means activation above about 47%;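 further: 0% = vehicle wells and 100% = reference agonist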
MEP2 TOR yeast – modulators of MEP2-GFP levels in yeast, primary screen, S. cerevisiae, multiplex flow cytometry, MLPCN library; 0.51% of 330,000 active; GFP response vs DMSO, % at 10 µM; S. cerevisiae MEP2-GFP strain, 3 h; 100% = DMSO control level;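 active means GFP response versus DMSO above a set limit, roughly screen mean plus 3 SD, cut at about 180% in these data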;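 further: median GFP fluorescence of the barcode-gated MEP2-GFP cells per well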
proCasp3 act – activators of human procaspase-3 D3A mutant, primary screen, biochemical, absorbance, PC-3 D3A mutant, single concentration; Caspase-3 (Homo sapiens), P42574; recombinant procaspase-3 D3A, Ac-DEVD-pNA absorbance 405 nm; activation, % at 8.5 µM; 0.11% of 330,000 active;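 active means activation above the mean of all tested compounds plus 3 SD, cut at about 21% in these data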;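 further: 0% = DMSO alone and 100% = DMSO wells spiked with extra 5 µM PC-3 D3A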
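Evaluation: percent activation relative to control range; Material: Procaspase-3 D3A mutant, all three cleavage aspartates alanine; Compound: single dose, 8.5 µM nominal compound, 0.8% DMSO; Replication: one well per compound; Signal: absorbance at 405 nm, 0 and 120 min; Schedule: 1 h preincubation plus 2 h reaction at 25 °C.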
RPL19A-GFP yeast – RPL19A-GFP expression modulators in yeast, primary screen, cell-based, S. cerevisiae, multiplex flow cytometry, MLPCN; percent response vs DMSO, % at 10 µM; AID 2025, 2009; S. cerevisiae RPL19A-GFP strain, 3 h; stronger effect = lower value; 0.3% of 330,000 active;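 active means percent response vs DMSO below 50%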;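 further: median channel GFP fluorescence of the barcoded RPL19A-GFP strain; ratio of sample median GFP to plate DMSO average so 100% = DMSO; lower means less RPL19A-GFP as with rapamycin TOR inhibition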
ZTA counter – counter-screen for EBNA-1 inhibitors: inhibitors of Epstein-Barr virus ZTA; P03206; AID 2234; 0.15% of 320,000 active; inhibition, % at 11 µM; ZTA-DNA binding, fluorescence polarization; in the data active means inhibition above about 33%
proCasp7 act – procaspase-7 activators, primary screen, counter-screen for procaspase-3 activator project, biochemical, absorbance, HTS, human | Caspase-7 (Homo sapiens), P55210 | recombinant procaspase-7, Ac-DEVD-pNA absorbance 405 nm; D23A/D198A/D206A triple mutant, cannot self-cleave; scale: DMSO 0, 5 µM enzyme 100 | activation, % at 8.5 µM | 0.093% of 330,000 active;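 active means percent activation above the screen-wide mean plus 3 SD, cut at about 25% in these data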
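Assay system: Uncleavable procaspase-7 mutant enzyme / Input: 2 µM procaspase-7 mutant as dispensed / Dosing: single nominal 8.5 µM compound dose, 0.8% DMSO final / Timing: 1 h enzyme–compound preincubation and 2 h substrate reaction, both 25 °C / Detection: p-Nitroaniline absorbance at 405 nm, read at 0 and 120 min / Replication: singlicate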
LAP4 TOR yeast – modulators of LAP4-GFP expression in yeast, primary screen, S. cerevisiae, multiplex flow cytometry, MLPCN library; 3 h; median GFP as percent of DMSO wells; GFP response vs DMSO, % at 10 µM; 0.34% of 320,000 active; AID 2023, 2009;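 active means GFP response vs DMSO above a set limit, about the screen mean plus 3 SD, cut at about 150% in these data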
Numbers without * were called inactive; · = no result given.

nr	SMILES	EBNA-1 inh	AHR activator	MEP2 TOR yeast	proCasp3 act
1	CCOc1ccc(CCNC(=O)c2cccc(N3CCCC3=O)c2)cc1OCC	-8	3	100	-4
2	CC1(C)COC(c2ccc(F)c([N+](=O)[O-])c2)=N1	3	1	98	-15
3	O=C(Nc1ccccc1)N1CCC(O)(c2cccc(C(F)(F)F)c2)CC1	-7	0	100	10
4	Cc1nc(-c2coc3cc(OCC(=O)O)ccc3c2=O)cs1	3	-15	101	-2
5	Cc1ccc(/C=N\NC(=O)c2ccc3c(c2)OCO3)o1	0	36	98	-2
6	C=CCn1c(=NC(=O)c2cccc(N3C(=O)CCC3=O)c2)sc2cccc(OC)c21	9	10	98	5
7	O=C(NCc1nnc(SCC(=O)N2CCCc3ccccc32)n1-c1ccccc1)c1cccc2ccccc12	1	1	102	-4
8	COc1ccc(N2C(=O)[C@@H]3[C@H](C2=O)[C@H](C(=O)c2ccc(OC(C)=O)cc2)N2N=CC=C[C@@H]32)cc1	1	25	105	-1
9	O=C(CSc1nc2ccccc2c(=O)n1Cc1ccccc1)NCc1ccco1	8	-3	106	2
10	COc1ccc(CN(CC(=O)NCc2ccccc2)C(=O)c2csnn2)cc1	8	-1	111	-3

nr	RPL19A-GFP yeast	ZTA counter	proCasp7 act	LAP4 TOR yeast
1	95	13	1	98
2	103	-7	-2	98
3	104	-14	15	90
4	·	10	3	100
5	103	3	6	86
6	96	6	-3	100
7	99	-4	2	103
8	100	-6	-7	99
9	98	-9	0	97
10	107	-2	-6	103

(next part)
nr	SMILES	EBNA-1 inh	AHR activator	MEP2 TOR yeast	proCasp3 act
11	O=C(Cn1nnc2ccccc2c1=O)N[C@@H](Cc1c[nH]c2ccccc12)C(=O)O	2	9	98	-6
12	O=C(Nc1cccc(Cl)c1)C1C2C=CC3(O2)C1C(=O)N(CCCN1CCCCC1)C3C(=O)NC1CCCCC1 (stereo not given)	6	0	108	10
13	Cc1ccc(N/C=C/c2onc(C)c2[N+](=O)[O-])cc1	-1	15	104	-13
14	O=C(NCC1CCCCC1)c1cccnc1	0	0	106	10
15	Cc1ccc(NC(=S)NC(=O)C2CCCC2)c(Br)c1	·	6	100	9
16	COc1ccc(N(C(=O)CNC(=O)c2cccs2)C(C(=O)NCC2CCCO2)c2ccccc2)cc1 (stereo not given)	-20	1	101	-3
17	COc1ccc(CC(NC(C)=O)C(=O)NC2CCN(c3ncccc3[N+](=O)[O-])CC2)cc1 (stereo not given)	3	2	98	3
18	CCOc1cccc(-c2nnc3sc(-c4cccs4)nn23)c1	-7	-9	90	5
19	CCCCNC(=O)CSc1nc2ccsc2c(=O)n1CCCC(=O)NCCc1ccc(S(N)(=O)=O)cc1	5	-1	101	4
20	O=C(CN1CCN(c2ccc([N+](=O)[O-])cc2Cl)CC1)N1CCOCC1	5	0	96	-7

nr	RPL19A-GFP yeast	ZTA counter	proCasp7 act	LAP4 TOR yeast
11	101	-8	-5	88
12	108	-5	-6	97
13	104	14	-16	114
14	103	-6	15	100
15	99	·	7	105
16	93	-6	4	103
17	101	-4	9	89
18	103	-8	1	96
19	94	2	9	114
20	93	7	9	97

Other results follow.
nr	SMILES	EBNA-1 inh	AHR activator	MEP2 TOR yeast	proCasp3 act
21	CC(C)(C)C1COc2ccccc2N1C(=O)c1ccccc1Cl (stereo not given)	5	0	124	-5
22	C1=C(c2ccccc2)CCN(c2nc3ccccc3n3cnnc23)C1	8	79*	92	0
23	O=C(O)c1cccc(NC2=C(N3CCOCC3)C(=O)c3ccccc3C2=O)c1	-8	16	100	-16
24	CC(=O)N(c1nnc(-c2cccc(C)c2)s1)C1CCCC1	6	-4	108	-1
25	CC1CN(Cc2nc3c(c(=O)[nH]c(=O)n3C)n2CC(N)=O)CC(C)O1 (stereo not given)	-8	1	97	3
26	CCN(Cc1ccccc1)S(=O)(=O)c1ccc(C(=O)N(CCCN(C)C)c2nc3ccc(F)cc3s2)cc1	-2	5	95	-6
27	O=C(NCCc1c[nH]c2ccccc12)OCCSS(=O)(=O)O	-6	5	93	5
28	COc1ccc(N2CCN(CCCNC(=O)C(=O)c3c[nH]c4ccccc34)CC2)cc1	-2	12	99	2
29	COC(=O)c1nc2nc(-c3cccs3)cc(C(F)(F)F)n2n1	4	0	104	-8
30	Cc1nc(Cl)c(Cl)n1CCOc1ccccc1	-2	-3	105	6

nr	RPL19A-GFP yeast	ZTA counter	proCasp7 act	LAP4 TOR yeast
21	105	3	0	111
22	99	3	-12	107
23	105	-1	-21	97
24	105	8	5	101
25	103	-2	2	95
26	106	4	1	76
27	98	10	-4	97
28	99	-1	-2	111
29	103	-25	10	98
30	100	-13	4	112

Additional compounds follow.
nr	SMILES	EBNA-1 inh	AHR activator	MEP2 TOR yeast	proCasp3 act
31	COc1ccc(/C=N\NC(=O)c2ccccc2[N+](=O)[O-])cc1COc1c(F)c(F)c(F)c(F)c1F	-3	-2	106	6
32	COc1ccc(C(=O)OCC(=O)Nc2cc(C)c(C)cc2[N+](=O)[O-])cc1	5	4	112	6
33	COc1ccc(CNC(=O)c2ccc(Cn3nc(C)c([N+](=O)[O-])c3C)o2)cc1	-5	8	102	4
34	COc1ccc(C(=O)C[n+]2ccc3c(c2)nc(-c2cc(OC)c(OC)cc2OC)n3C)cc1	4	0	105	5
35	CCn1c(SCC(=O)Nc2nc(-c3ccccc3)cs2)nc2c1c(=O)n(C)c(=O)n2C	9	5	105	-6
36	CCCc1nc2nc(C)c(NS(=O)(=O)c3ccc(Cl)cc3)c(=O)n2[nH]1	-2	-2	107	9
37	CC1(C)CC(=O)C2=C(C1)Nc1nc(SCCN3CCOCC3)[nH]c(=O)c1C2c1cccs1 (stereo not given)	0	1	106	5
38	Nc1nc(SCc2ccc3c(c2)OCO3)n[nH]1	9	-1	96	-1
39	CCNC(=O)COc1ccc(/C=N/NC(=O)c2cccnc2)cc1OC	-6	7	101	-1
40	CN(CCO)c1c2c(nc3cc(-c4cccc(F)c4)nn13)CCCC2	-5	89*	96	3

nr	RPL19A-GFP yeast	ZTA counter	proCasp7 act	LAP4 TOR yeast
31	108	3	-2	86
32	103	0	6	108
33	96	-4	6	99
34	95	14	4	102
35	105	4	2	108
36	94	-6	-4	88
37	·	2	0	95
38	97	2	0	95
39	97	4	-4	113
40	99	-14	22	100

(more compounds)
nr	SMILES	EBNA-1 inh	AHR activator	MEP2 TOR yeast	proCasp3 act
41	O=[N+]([O-])c1cccc(S(=O)(=O)Nc2ccc3cn[nH]c3c2)c1	·	29	92	2
42	COc1cc(OC)c(/C=N/NC(=O)c2ccncc2)c(OC)c1	10	10	102	10
43	CN1CCC(OC(=O)c2ccco2)CC1	2	-4	97	-9
44	O=C(c1cccc(-n2cnnn2)c1)N1CCOCC1	7	-1	100	1
45	O=C(c1cccc(OCc2ccccc2)c1)N1CCOCC1	2	2	102	-11
46	Cc1cc(Cl)nc2ccc(Cc3ccc4nc(Cl)cc(C)c4c3)cc12	-2	5	107	-9
47	CC(=O)c1ccc(N2CCN(CC(O)COC(c3ccccc3)c3ccccc3C)CC2)cc1 (stereo not given)	5	3	105	5
48	NC(=O)c1nc(-c2cccs2)nc2c1[nH]c(=O)n2-c1ccc(F)cc1	-3	46	97	10
49	COc1cc(C2C(C#N)=C(N)Oc3n[nH]c(-c4ccncc4)c32)cc(OC)c1OC (stereo not given)	9	-4	98	1
50	Brc1ccccc1OCCCCCN1CCOCC1	-1	5	99	-1

nr	RPL19A-GFP yeast	ZTA counter	proCasp7 act	LAP4 TOR yeast
41	98	·	8	83
42	101	1	1	94
43	102	-12	6	104
44	96	14	7	103
45	99	1	8	106
46	102	-1	4	95
47	99	-5	4	91
48	100	12	6	97
49	101	15	12	100
50	103	13	-1	97

New compounds follow
nr	SMILES	EBNA-1 inh	AHR activator	MEP2 TOR yeast	proCasp3 act
51	CCCCCCCCN1[C@@H](CC(=O)OCC)c2cc(C(F)(F)F)ccc2S1(=O)=O	13	-4	83	0
52	Cc1c(NC(=S)NC(=O)CSc2ccc(Cl)cc2)cccc1C(=O)O	12	-3	106	1
53	O=C(COC(=O)c1cccs1)c1ccc2ccccc2c1	-3	2	114	-1
54	CC(C)c1ccc(NC(=O)CCC(=O)NCc2ccco2)cc1	6	6	100	2
55	COC(=O)c1c(-c2ccccc2)csc1N	-4	6	99	-3
56	O=S1(=O)CCC(NS(=O)(=O)c2ccc3ccccc3c2)C1 (stereo not given)	5	2	98	8
57	O=S(=O)(Nc1cc(Cl)ccc1-n1cncn1)c1ccccc1Cl	·	3	93	1
58	N#Cc1nc(COc2ccc(Cl)cc2Cl)oc1N1CCOCC1	-17	-2	93	2
59	COc1ccccc1N1CCN(C(=O)c2cccc(N3C(=O)NC4CC3(C)Oc3ccccc34)c2)CC1 (stereo not given)	-9	12	96	-4
60	CC(C)(C)n1cnc2cc(NC(=O)c3ccc(Cl)cc3)ccc21	-14	2	102	-2
61	CC(C)(C)NS(=O)(=O)c1ccc2nc(NC(=O)c3ccc(N4C(=O)CCC4=O)cc3)sc2c1	-2	1	93	-3
62	O=C(NCCNc1ccc([N+](=O)[O-])cc1)c1cccs1	-1	1	112	2

nr	RPL19A-GFP yeast	ZTA counter	proCasp7 act	LAP4 TOR yeast
51	89	10	2	99
52	100	9	-7	107
53	103	2	-7	109
54	101	-14	1	103
55	93	-11	-24	·
56	102	2	-5	95
57	96	-5	7	97
58	93	-13	-1	98
59	96	11	2	85
60	104	8	-2	96
61	96	7	-2	108
62	108	-4	-8	110

An excerpt of these results, with values under each structure:
Below each compound – EBNA-1 inh | AHR activator | MEP2 TOR yeast | proCasp3 act | RPL19A-GFP yeast | ZTA counter | proCasp7 act | LAP4 TOR yeast
30) Cc1nc(Cl)c(Cl)n1CCOc1ccccc1
  -2 | -3 | 105 | 6 | 100 | -13 | 4 | 112
31) COc1ccc(/C=N\NC(=O)c2ccccc2[N+](=O)[O-])cc1COc1c(F)c(F)c(F)c(F)c1F
  -3 | -2 | 106 | 6 | 108 | 3 | -2 | 86
32) COc1ccc(C(=O)OCC(=O)Nc2cc(C)c(C)cc2[N+](=O)[O-])cc1
  5 | 4 | 112 | 6 | 103 | 0 | 6 | 108
33) COc1ccc(CNC(=O)c2ccc(Cn3nc(C)c([N+](=O)[O-])c3C)o2)cc1
  -5 | 8 | 102 | 4 | 96 | -4 | 6 | 99
34) COc1ccc(C(=O)C[n+]2ccc3c(c2)nc(-c2cc(OC)c(OC)cc2OC)n3C)cc1
  4 | 0 | 105 | 5 | 95 | 14 | 4 | 102
35) CCn1c(SCC(=O)Nc2nc(-c3ccccc3)cs2)nc2c1c(=O)n(C)c(=O)n2C
  9 | 5 | 105 | -6 | 105 | 4 | 2 | 108
36) CCCc1nc2nc(C)c(NS(=O)(=O)c3ccc(Cl)cc3)c(=O)n2[nH]1
  -2 | -2 | 107 | 9 | 94 | -6 | -4 | 88
37) CC1(C)CC(=O)C2=C(C1)Nc1nc(SCCN3CCOCC3)[nH]c(=O)c1C2c1cccs1 (stereo not given)
  0 | 1 | 106 | 5 | · | 2 | 0 | 95
38) Nc1nc(SCc2ccc3c(c2)OCO3)n[nH]1
  9 | -1 | 96 | -1 | 97 | 2 | 0 | 95
39) CCNC(=O)COc1ccc(/C=N/NC(=O)c2cccnc2)cc1OC
  -6 | 7 | 101 | -1 | 97 | 4 | -4 | 113
40) CN(CCO)c1c2c(nc3cc(-c4cccc(F)c4)nn13)CCCC2
  -5 | 89* | 96 | 3 | 99 | -14 | 22 | 100

Not a hit list; 3.8% or so of the library scored in one or more.
